HT1080NT lethal – qHTS for induction of synthetic lethality in tumor cells producing 2HG: qHTS for the HT-1080-NT fibrosarcoma cell line. HT-1080-NT fibrosarcoma viability, CellTiter-Glo ATP luminescence, 48 h. Potency, µM (highest dose often 46.1 µM), for the others: top-dose activity, negative = less viability, most hits filed as cytotoxic. 1.6% of 360,000 active. AID 686970, 2013;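 also: NT is the 2HG producing partner of a matched IDH1 knockdown line; 0% = DMSO-treated cells and -100% = media-only wells without cells; nearly all actives have a fitted effect of over 55% in size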
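HT-1080-NT; 750 cells/well; 5% FBS RPMI; 48 h compound, 37 degrees C; CellTiter-Glo luminescence; curve fitting and curve-class assignment.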
HEK293 tox – qHTS of GLP-1 Receptor Inverse Agonists: Cytotox Screen. HEK293 cAMP-luciferase reporter cells, luminescence, 24 h. Potency, µM (titrated, usually from 38.3 µM), for inactives: at the highest dose activity change, negative = inhibition, actives largely listed as inhibitors. 0.13% of 410,000 active;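 also: loss of luciferase light is scored as toxicity; % is scaled to controls: 0 for no effect and ±100 for the full control effect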
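Seeding density was 200 cells/uL; after overnight-length (12 h) culture, 23 nL compounds went on for 24 h at 37 °C. Readout used a luciferase detection reagent, luminescence taken after 12 min at room temperature.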
TDP-43 yeast inh – qHTS of TDP-43 Inhibitors. TDP-43 expressing yeast growth rescue, BacTiter-Glo, 24 h. Potency, µM (titrated, usually from 46.1 µM), without a hit: at the highest dose growth rescue (activation), usual class: activators. 1.8% of 410,000 active. AID 652104, 2013; also: % of control where 0% means no effect; nearly all actives have a fitted effect of over 50% in size
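Readout is BacTiter-Glo luminescence of cell growth, so inhibitors register as activators. TDP-43-expressing yeast at OD600=0.02 in galactose medium, after raffinose pregrowth to mid-log, were incubated with compound for 24 hr at 30 deg C.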
GLP1R ag – qHTS of GLP-1 Receptor Agonists; HEK293 GLP-1R CRE-luciferase, luminescence, 4-6 h; cells express a hypersensitive GLP-1R form; Potency, µM (titrated, usually from 45.6 µM), for inactives: top-dose activation, actives largely listed as activators; Glucagon-like peptide 1 receptor (Homo sapiens), P43220; 0.007% of 380,000 active; also: % of control where 0% means no effect
Target sequence (P43220 whole entry, looked up): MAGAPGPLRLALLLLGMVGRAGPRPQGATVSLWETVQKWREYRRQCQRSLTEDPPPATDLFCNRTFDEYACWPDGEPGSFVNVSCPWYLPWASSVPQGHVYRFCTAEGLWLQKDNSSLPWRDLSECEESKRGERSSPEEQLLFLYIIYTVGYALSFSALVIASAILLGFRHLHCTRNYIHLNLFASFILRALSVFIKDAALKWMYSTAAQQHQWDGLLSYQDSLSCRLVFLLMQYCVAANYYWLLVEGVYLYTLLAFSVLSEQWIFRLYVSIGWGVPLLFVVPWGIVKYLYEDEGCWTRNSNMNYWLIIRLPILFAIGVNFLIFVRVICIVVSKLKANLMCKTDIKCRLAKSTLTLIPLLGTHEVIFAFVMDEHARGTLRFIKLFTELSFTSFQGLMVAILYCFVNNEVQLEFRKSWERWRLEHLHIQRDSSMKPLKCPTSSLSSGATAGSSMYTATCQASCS
HT1080 IDH1KD tx – qHTS for induction of synthetic lethality in tumor cells producing 2HG: qHTS for the HT-1080-IDH1KD cell line; AID 686971, 2013; 2% of 360,000 active; Potency, µM (highest dose often 46.1 µM), without a hit: at the top dose activity, negative = toxicity, usual class: cytotoxic; HT-1080 IDH1 knockdown viability, ATP luminescence, 48 h;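 also: 0% = DMSO wells and -100% = cell-free medium wells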
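IDH1KD HT-1080 cells, 750/well, RPMI + 5% FBS; compound pinned after 2 h settling; 48 h, 37 °C; CellTiter-Glo luminescence; % activity normalised to DMSO and no-cell wells; curves fitted, classed by r2 and efficacy.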
KB-V1 MDR tox – qHTS assay for MDR1-selective chemotherapeutics: Primary screen using the drug-selected MDR subline cells KB-V1 | Potency, µM (series often up to 46.1 µM), without a hit: at the highest dose activity change, negative = cytotoxicity, usual class: cytotoxic | 3.4% of 400,000 active | AID 1347076, 2019 | KB-V1 MDR cells viability, CellTiter-Glo, 72 h; also: % is scaled to controls: 0 for no effect and ±100 for the full control effect; nearly all actives have a fitted effect of over 60% in size
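KB-V1 MDR subline cells in DMEM (phenol-red free, 10% FBS) exposed to compounds in qHTS concentration series for 72 h at 37 degrees C. Viability read by CellTiter-Glo luminescence; concentration-effect curves fitted after normalization and correction.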
GLP-1R inv ag – qHTS of GLP-1 Receptor Inverse Agonists (Inhibition Mode); Potency, µM (highest dose often 38.3 µM), inactives show at the top dose activity change, negative = inhibition, usual class: inhibitors; Glucagon-like peptide 1 receptor (Homo sapiens), P43220; HEK293 GLP-1R CRE-luciferase, luminescence, 24 h; GLP-1R form is constitutively active; AID 624417, 2012; 1.6% of 410,000 active; also: % is scaled to controls: 0 for no effect and ±100 for the full control effect; nearly all actives have a fitted effect of over 55% in size
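Constitutively active GLP-1R drives a cAMP-responsive luciferase in stably transfected HEK293 cells; test compounds are added after overnight (12 h) attachment and left 24 hr, and signal loss in luminescence marks inhibition.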
KB-3-1 cytotox – qHTS assay for MDR1-selective chemotherapeutics: Primary screen using the parental adenocarcinoma cell KB-3-1; Potency, µM (titrated, usually from 46.1 µM), without a hit: at the highest dose activity change, negative = cytotoxic, usual class: cytotoxic; 1.4% of 400,000 active; KB-3-1 viability, CellTiter-Glo ATP luminescence, 72 h; also: % is scaled to controls: 0 for no effect and ±100 for the full control effect; nearly all actives have a fitted effect of over 60% in size
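KB-3-1 cells, DMEM (no phenol red) + 10% FBS; compound by pin transfer, 72 h, 37 °C. Readout: CellTiter-Glo luminescence after 10 min. Data normalized, curve-fitted.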
SW480 rereplic – A quantitative high throughput screen for small molecules that induce DNA re-replication in SW480 colon adenocarcinoma cells; Potency, µM (titrated, usually from 46.1 µM), inactives show top-dose re-replication activation, usual class: activators; 1.8% of 340,000 active; SW480 DNA re-replication, Hoechst DNA content imaging, 48 h; also: % of control where 0% means no effect; nearly all actives have a fitted effect of over 55% in size
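Hoechst fluorescence of nuclei (405 nm excitation, 500-530 nm emission) measured by plate-scanning imager after 48 hr compound exposure at 37 C; re-replication scored as increased number of nuclei with elevated intensity.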
Numbers without * were called inactive; ? = inconclusive; · = no result given; [ ] = another dose, or the depositor's remark. Calls follow the shape of the dose curve; as a rule, active = well fitted curve in the direction sought with a large enough effect; inconclusive = small, poorly fitted or top-dose-only effect, or another doubt; inactive = no such curve, though single readings can be large; an effect the other way counts as inactive or inconclusive. Potency is read from the fitted curve at half-maximal effect.

Structure	SW480 rereplic	TDP-43 yeast inh	GLP-1R inv ag	HT1080 IDH1KD tx	KB-V1 MDR tox	KB-3-1 cytotox	HT1080NT lethal	GLP1R ag	HEK293 tox
O=C(COC(=O)c1cc(-c2ccccc2)nc2ccccc12)NCC1CCCO1 (configuration not stated)	2%	12%	18%[0.307 µM]	17%	2%	0%	29%	-5%	-5%[0.307 µM]
Cc1ccccc1-n1c(SCc2ccccn2)nc2n[nH]c(C)c2c1=N	-6%	20%	57%[activator]	-21%	-12%	-29%	-18%	?	-3%
COc1cc(COCC(O)CN2CCCCC2C)cc(OC)c1OC (configuration not stated)	0%	-4%	-2%	18%	-9%	1%	14%	4%	1%
COc1ccc(C(=O)/C=C/c2ccc(OC)c(COc3ccc(F)cc3)c2)cc1	?	-8%	-38%	-20%	?	-6%	9%	10%	3%
Cc1ccc(OCCCCN2CCCCC2)c(Br)c1	3%	-11%	0%	-30%	16µM*	-4%	-14%	1%	?
O=C1C2CC=CCC2C(=O)N1c1nc2n(n1)C(c1ccccc1)CC(c1ccccc1)N2 (configuration not stated)	-4%	0%	2%	9%	0%	3%	17%	-19%	-2%
COc1ccc(/C(O)=C2\C(=O)C(=O)N(c3cc(C)on3)C2c2ccc(OC)c(OC)c2)cc1OC (configuration not stated)	-6%[9.22 µM]	-4%	11%	2%	12%	7%	8%	-14%	-8%
COc1ccc(C(=O)/C=C/c2ccc(OC)c(Cn3nnc4ccccc43)c2)cc1	·	9%	?	-28%	?	0%	-20%	4%	22%
CCOc1cc(/C=N\n2nnnc2N)ccc1O	-2%	9%	1%	-1%	-7%	3%	-11%	8%	-17%
Cc1nonc1NC(=O)CSc1nnc(-c2ccoc2C)n1C	2%	-16%	2%	-2%	1%	-3%	1%	-8%	11%
CC1(C(=O)Nc2ccc(Cl)c(Cl)c2)CCN1C(=O)C1CCCCC1 (configuration not stated)	·	?	?	10%	-1%	0%	12%	-6%	2%
Nc1nc(Nc2cccc(Cl)c2)nc(NCc2ccco2)c1[N+](=O)[O-]	?	3%	-20%	16µM*	?	16µM*	?	?	-23%
COC(=O)c1c(NC(=O)CCCOc2ccccc2C)sc2c1CCC2	·	-2%	1%	·	0%	0%	·	·	4%
Cc1ccccc1S(=O)(=O)N(C)C[C@@H]1OCc2cnnn2CCCC(=O)N([C@@H](C)CO)C[C@@H]1C	·	-7%	1%	0%	-28%	-6%	1%	-2%	5%
CCCCN(CCCC)C(=O)c1nsnc1-c1ccccc1O	-3%	1%	-4%	1%	?	2%	4%	18%	0%
Cc1ccc(N2C(=O)C(Cc3ccccc3)NC2=S)cc1 (configuration not stated)	0%	0%	13%	25%[9.24 µM]	12%	13%	?	0%	8%
Cc1nn(-c2ccccc2)c(OC(=O)c2ccccc2)c1S(=O)(=O)c1ccccc1	·	0%	-3%	·	30%	9%	·	-2%	2%
CC(=O)c1nc(N2C(=O)CC(Cc3cccc(C)c3)C2=O)sc1C (configuration not stated)	-9%	-11%	10%	2%	-22%	3%	5%	1%	-3%
Cc1ccc(S(=O)(=O)CCC(=O)OCC(=O)N2CCc3ccccc32)cc1	-7%	15%	9%	22%	-3%	26%	-1%	-23%	-7%
O=C(O)c1cc(N/N=C/c2ccc(-c3ccccc3)cc2)ccc1Cl	?	35µM*	14%	0%	8%	-2%	-5%	-3%	-6%

Profiles from above. Values in the order: SW480 rereplic | TDP-43 yeast inh | GLP-1R inv ag | HT1080 IDH1KD tx | KB-V1 MDR tox | KB-3-1 cytotox | HT1080NT lethal | GLP1R ag | HEK293 tox
`O=C(O)c1cc(N/N=C/c2ccc(-c3ccccc3)cc2)ccc1Cl` as listed: ? | 35µM* | 14% | 0% | 8% | -2% | -5% | -3% | -6%
`CCCCN(CCCC)C(=O)c1nsnc1-c1ccccc1O` as listed: -3% | 1% | -4% | 1% | ? | 2% | 4% | 18% | 0%

The listing continues:
Structure	SW480 rereplic	TDP-43 yeast inh	GLP-1R inv ag	HT1080 IDH1KD tx	KB-V1 MDR tox	KB-3-1 cytotox	HT1080NT lethal	GLP1R ag	HEK293 tox
COc1ccc(N2C(N)=C(C#N)C(c3cc(CN4CCOCC4)cs3)C3=C2CCCC3=O)cc1 (configuration not stated)	·	19%[9.22 µM]	5%	·	?	3%	·	·	-14%
C[C@H]1CN(S(=O)C(C)(C)C)[C@H](CCO)/C1=C\CCO (some centres not stated)	-5%	1%	-6%	8%	0%	0%	2%	-4%	-14%
COC(CNC(=O)c1ccc2c(=O)n(Cc3ccc4c(c3)OCO4)c(=S)[nH]c2c1)OC	-15%	-10%	0%	0%	?	7%	-11%	-1%	-19%
CCOc1ccc(-n2nnc3c(=O)n(CC(=O)N4CCCc5ccccc54)cnc32)cc1	1%	14%	12%	6%	-6%	-4%	1%	0%	-1%
COc1ccc(CCC(=O)Nc2ccc(Br)cn2)cc1	?	-14%	?	?	?	1%	?	-13%	-12%
O=C(CSc1nnc(-c2cccnc2)n1Cc1ccco1)N1c2ccccc2Sc2ccccc21	-7%	15%	-13%	-16%	6.5µM*	16%	-5%	6%	-16%
CSc1nsc(SCC(=O)Nc2ccc(C(N)=O)cc2)n1	-58%[inhibitor]	-11%	185%[activator]	-6%	-9%	-3%	0%	18%	5%
C[C@H]1CN([C@@H](C)CO)C(=O)CCCn2nncc2CO[C@@H]1CN(C)S(=O)(=O)c1cccc(F)c1	·	23%	11%	-1%	0%	21%	4%	14%	0%
O=C(CCC1CCCCC1)Nc1cccc(C(=O)Nc2ccc(C(=O)O)cc2)c1	0%	-13%	22%	15%	0%	17%	16%	3%	1%
Cc1ccccc1OCC(=O)NNC(=O)CCc1ccccc1	-74%[inhibitor]	11%	-3%	7%	0%	0%	7%	3%	-2%
C[C@H](NC(=O)Nc1ccc2c(c1)OCCO2)C(=O)O	-2%	-8%	0%	-5%	8%	-8%	2%	-1%	22%
CC(C)CC(=O)N1CCN(c2ccc([N+](=O)[O-])c(NCc3ccccc3)c2)CC1	2%	?	?	-28%	?	?	-11%	12%	?
CCN=C1SC(CC(=O)NC2CCCCC2)C(=O)N1CC (configuration not stated)	-7%	17%	0%	5%	-21%	23%	-12%	-13%	-10%
COc1ccc(Cl)cc1Nc1ncnc2sc(C)c(S(=O)(=O)N3CCC(C)CC3)c12	?	2%	26%	14%	?	0%	4%	4%	65%[activator]
COc1ccc(-c2ccc(C(=O)Nc3ccc(Cl)cc3)c3occc23)c(C)c1	·	18%	?	?	-6%	-16%	?	-3%	1%
CNC(=O)NC(=O)COC(=O)c1cccc(S(=O)(=O)N2CC3(C)CC2CC(C)(C)C3)c1 (configuration not stated)	1%	-19%	?	-7%	-1%	2%	-1%	10%	12%
O=C(Nc1ccc(N2CCOCC2)cc1)c1ccc(S(=O)(=O)NCc2ccco2)cc1	-8%	1%	5%	-5%	22%	9%	-12%	5%	0%
COc1ccccc1CN(Cc1cccnc1)S(=O)(=O)c1ccc(-n2cnnn2)c(OC)c1	1%	-12%	3%	-1%	?	7%	1%	18%	1%
O=C(c1ccc(Br)s1)N1CCN(Cc2ccc3c(c2)OCO3)CC1	-2%	-24%	?	-5%	-28%	-24%	0%	14%	1%
O=C(c1ccccc1)N(Cc1ccccc1)c1ccccn1	-5%	0%	0%	-22%	?	7%	7%	20%	-12%
CN(C)CC(C)(C)CNS(=O)(=O)c1ccc(Cl)cc1	-6%	-2%	-7%[0.307 µM]	-16%	-4%	0%	-27%	-2%	15%[0.307 µM]
O=C(C1=C[C@@H](c2ccc(C(F)(F)F)cc2)C[C@@H](OCCCCO)O1)N1CCOCC1	6%	13%	12%	12%	-2%	8%	13%	2%	-18%
C=CC[C@@H](CC(=O)NCCO)C(=O)N[C@H](C)COC(=O)[C@@H](CC=C)Cc1ccc(F)cc1	-19%	-14%	17%	-4%	0%	0%	-24%	-4%	-2%
CC(CNC(=O)c1ccco1)NC(=O)c1ccco1 (configuration not stated)	-5%	9%	4%	14%	19%	4%	5%	7%	6%
O=C(O)COc1ccc2occ(C(=O)c3ccccc3)c2c1	-8%	-18%	-14%	-1%	15%	2%	-2%	-14%	0%
Cc1ccc(-c2c3c(=O)n(C)c(=O)n(C)c3cn2-c2ccccc2O)cc1	-8%	-22%	1%	13%	10%	-3%	17%	11%	-7%
COc1ccc(C(O)CNc2ccc(C)cc2)cc1 (configuration not stated)	-16%	15%	?	16%	23%	7%	21%	-4%	-26%
CC(C)[C@H](NC(=O)N1CC(=O)Nc2ccccc21)C(=O)N1CCC(C(=O)O)CC1	-3%	-17%	4%	-1%	26%	2%	-2%	-2%	-1%
Cc1ccccc1CN1c2ccccc2S(=O)(=O)c2ccccc21	·	2%	1%	·	16%	0%	·	·	19%
COc1ccc(Cn2nnnc2C(c2ccccc2Cl)N2CCN(C)CC2)cc1 (configuration not stated)	-7%	4%	?	7%[9.24 µM]	?	9%	-2%	-4%	-3%
CCOC(=O)c1cc(CC)sc1NC(=O)COC(=O)c1cnccn1	0%	?	32%	4%	-18%	24%	6%	12%	0%
CCc1ccc(/C=N/NC(=O)c2nnn(-c3nonc3N)c2CN2CCOCC2)cc1	-26%	8%	-15%	-3%	0%	1%	0%	-8%	-25%

From PubChem
